RPL19A TOR yeast = yeast TOR pathway RPL19A-GFP modulation; S. cerevisiae RPL19A-GFP strain, flow cytometry, 3 h; stronger effect = lower value; AID 2025; actives 0.3% (n = 330,000); percent response vs DMSO, % at 10 µM;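 active = percent response vs DMSO below 50%; inconclusive = fewer than 70 events counted for the yeast strain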;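 also: median channel GFP fluorescence of the barcoded RPL19A-GFP strain; ratio of sample median GFP to plate DMSO average so 100% = DMSO; lower means less RPL19A-GFP as with rapamycin TOR inhibition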
CR mimetic SO = lowers age-related superoxide in aged yeast cells; actives 0.18% (n = 330,000); AID 2690; superoxide response (% of plate mean), % at 10 µM; S. cerevisiae aged cells, superoxide DHE fluorescence; stronger effect = lower value;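 active = superoxide response under a set limit, about three screen SD below normal, cut at about 65% in these data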;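 also: yeast aged for seven days with compound at 30 °C before DHE staining; 100% = average MFI of all compound-treated wells on the plate with controls excluded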
GRK2 aptamer HTS = human GRK2 inhibition via aptamer displacement; P25098; bead flow cytometry, FAM-aptamer displacement from GRK2; inhibition of aptamer binding, % at 10 µM; actives 0.59% (n = 330,000); AID 488847;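 active = inhibition of aptamer binding above 40%, roughly 3 SD of noise, on plates passing a quality check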;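 also: median bead fluorescence of bound FAM aptamer so fluorescent compounds give negative values; no value below 0 was filed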
AGP1 TOR yeast = yeast TOR pathway AGP1-GFP modulation; S. cerevisiae AGP1-GFP multiplex flow cytometry, 3 h; GFP as percent of DMSO wells; AID 2066; actives 0.02% (n = 320,000); GFP response vs DMSO, % at 10 µM;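 active = GFP response relative to DMSO above a set limit, near screen average plus 3 SD, cut at about 150% in these data; inconclusive = fewer than 70 cells counted for the yeast strain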;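 also: median GFP channel fluorescence of the gated AGP1 strain per well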
LAP4 TOR yeast = modulators of TOR pathway LAP4-GFP in S. cerevisiae. GFP response vs DMSO, % at 10 µM. S. cerevisiae LAP4-GFP multiplex, flow cytometry GFP, 3 h; median GFP as percent of DMSO wells. actives 0.34% (n = 320,000);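 active = GFP response vs DMSO above a set limit, about the screen mean plus 3 SD, cut at about 150% in these data; inconclusive = under 70 cell events counted for the yeast strain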
MEP2 TOR yeast = yeast TOR pathway MEP2-GFP modulation. S. cerevisiae MEP2-GFP strain, flow cytometry GFP, 3 h; 100% = DMSO control level. GFP response vs DMSO, % at 10 µM. actives 0.51% (n = 330,000);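 active = GFP response versus DMSO above a set limit, roughly screen mean plus 3 SD, cut at about 180% in these data; inconclusive = fewer than 70 cells counted for a yeast strain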;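 also: median GFP fluorescence of the barcode-gated MEP2-GFP cells per well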
VLA-4 inh = inhibition in a human VLA-4 binding assay; P13612; VLA-4 expressing cells, ligand binding flow cytometry; inhibition, % (about 7 µM as worked out from the volumes in the protocol); actives 0.2% (n = 330,000); AID 2557; in the data active = inhibition above about 50%
Target sequence (P13612 whole entry, looked up): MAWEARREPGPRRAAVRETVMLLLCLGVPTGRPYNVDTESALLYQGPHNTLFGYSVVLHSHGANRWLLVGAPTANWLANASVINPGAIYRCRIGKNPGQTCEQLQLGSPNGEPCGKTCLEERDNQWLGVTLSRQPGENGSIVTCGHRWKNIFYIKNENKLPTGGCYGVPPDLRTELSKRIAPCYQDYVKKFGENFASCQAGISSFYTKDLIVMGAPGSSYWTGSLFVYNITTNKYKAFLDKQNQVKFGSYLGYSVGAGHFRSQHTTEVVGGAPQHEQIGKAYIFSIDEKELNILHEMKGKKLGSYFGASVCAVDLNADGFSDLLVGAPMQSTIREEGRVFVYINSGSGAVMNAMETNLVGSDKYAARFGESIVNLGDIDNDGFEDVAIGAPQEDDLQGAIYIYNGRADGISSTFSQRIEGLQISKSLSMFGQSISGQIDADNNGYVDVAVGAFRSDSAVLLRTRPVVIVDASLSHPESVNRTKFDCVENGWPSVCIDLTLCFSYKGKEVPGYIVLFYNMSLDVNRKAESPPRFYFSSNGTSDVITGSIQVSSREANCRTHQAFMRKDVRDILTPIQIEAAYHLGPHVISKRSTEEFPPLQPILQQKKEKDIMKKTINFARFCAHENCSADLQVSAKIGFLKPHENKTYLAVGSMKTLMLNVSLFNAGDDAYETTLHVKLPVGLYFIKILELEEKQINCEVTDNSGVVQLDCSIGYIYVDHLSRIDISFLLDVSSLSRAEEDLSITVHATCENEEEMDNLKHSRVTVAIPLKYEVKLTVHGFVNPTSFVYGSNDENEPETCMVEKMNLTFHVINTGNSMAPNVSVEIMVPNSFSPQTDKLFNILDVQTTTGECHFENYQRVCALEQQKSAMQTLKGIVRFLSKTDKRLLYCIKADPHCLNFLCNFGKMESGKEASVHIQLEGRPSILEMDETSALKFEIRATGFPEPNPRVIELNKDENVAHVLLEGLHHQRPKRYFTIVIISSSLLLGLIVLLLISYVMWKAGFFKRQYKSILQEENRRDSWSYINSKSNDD
CIT2 TOR yeast = alters CIT2-GFP fluorescence in TOR pathway yeast screen; S. cerevisiae CIT2-GFP strain, flow cytometry, 3 h; 100 means same as DMSO wells; GFP response vs DMSO, % at 10 µM; actives 0.065% (n = 320,000); AID 2029;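 active = GFP response relative to DMSO above a set limit, near the screen mean plus 3 SD, cut at about 150% in these data; inconclusive = Fewer than 70 cells measured for a yeast strain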;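 also: ratio of well median GFP fluorescence to mean of DMSO wells on the plate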
* marks the source's active call; other numbers are inactive results; ? = inconclusive; [ ] = dose if it differs, or a comment.

molecule,RPL19A TOR yeast,CR mimetic SO,GRK2 aptamer HTS,AGP1 TOR yeast,LAP4 TOR yeast,MEP2 TOR yeast,VLA-4 inh,CIT2 TOR yeast
COc1cccc(C2c3c(oc4ccccc4c3=O)C(=O)N2CCCN2CCOCC2)c1 (stereo not drawn),103,103,2,107,106,106,-23,98
COc1cc2ncnc(Nc3ccc4c(c3)OCO4)c2cc1OC,98,113,2,96,93,105,1,96
C=C(C)CNC(=S)NNC(=O)c1ccco1,93,112,0,91,93,97,37,95
CCOC(=O)CSc1nnc(CCCCCN2C(=O)c3cccc4cccc(c34)C2=O)o1,106,94,0,101,88,99,5,100
COCCN1C(=O)c2cc(C(=O)Nc3cccc(F)c3)ccc2C1Nc1cccc(F)c1 (stereo not drawn),99,93,0,103,97,101,7,103
O=c1[nH]cc(S(=O)(=O)c2ccccc2)[nH]1,90,96,2,98,97,94,12,98
COC(=O)C(CC(C(=O)OC)C(=O)OC)C(=O)OC,94,116,0,101,88,101,-5,101
COCC(=O)Nc1nnc(-c2ccc(C(C)(C)C)cc2)s1,95,113,0,92,99,93,3,94
C/C(=N\Nc1ncc(Br)cn1)c1cccc([N+](=O)[O-])c1,100,111,2,101,100,97,-1,86
CCOC(=O)N1CCN(Cc2nc3c(c(=O)n(C)c(=O)n3C)n2Cc2cccc(C)c2)CC1,99,87,2,98,101,103,-3,82
CN(C)C(=O)C[n+]1ccc(C(N)=O)cc1,101,82,0,107,109,107,-7,109
O=C(O)CC(C(=O)Nc1ccc(Cl)cc1)N1CCCCCC1 (stereo not drawn),97,98,0,89,75,92,15,97
O=C(NCc1ccccc1)NC1CCCCC1,98,87,4,95,96,102,35,91
CCOC(=O)c1c(NC(=O)CSc2ncn[nH]2)sc(C(C)=O)c1C,97,107,0,103,99,107,6,104
Cc1ccc(/C=C/C(=O)O)cc1S(=O)(=O)N1CCc2ccccc21,108,108,0,106,116,112,4,97
Cc1ccc(NC(=O)CCC(=O)N/N=C/c2coc3ccc(F)cc3c2=O)cc1,99,94,0,100,109,99,9,99
O=[N+]([O-])c1cccc(/C=N\N2CCN(Cc3ccccc3Cl)CC2)c1,95,103,0,87,87,98,6,91
CCOc1ccc(NC(=O)COc2nsnc2N2CCCCC2)cc1,103,81,1,105,106,106,3,104
O=C1NC(c2ccccc2)(C(F)(F)F)C(=O)N1Cc1cccnc1 (stereo not drawn),99,90,0,102,96,99,10,100
O=Cc1cc([N+](=O)[O-])ccc1N1CCN(Cc2ccc3c(c2)OCO3)CC1,108,93,0,106,109,112,-4,108
CCCOc1ccc(C(=O)Nc2ccc(S(=O)(=O)Nc3cc(C)nc(C)n3)cc2)cc1,97,62*,5,105,110,104,-1,102
O=c1c2sc3nc(N4CCOCC4)c4c(c3c2ncn1-c1ccccc1)CCCC4,99,102,5,119,106,103,-35,122
COC(=O)c1ccc(NC(=O)c2cnc3scc(C)n3c2=O)cc1,96,101,3,96,101,102,7,91
CCOC(=O)N1CCC(NS(=O)(=O)c2ccc(C)c(Cl)c2)CC1,93,107,0,99,98,96,6,90
Cc1ccc2cccc(OC(=O)/C=C\c3ccccc3)c2n1,89,101,0,85,111,88,10,74

A draw from above in order of count of non-hydrogen atoms, low to high.
molecule,RPL19A TOR yeast,CR mimetic SO,GRK2 aptamer HTS,AGP1 TOR yeast,LAP4 TOR yeast,MEP2 TOR yeast,VLA-4 inh,CIT2 TOR yeast
C=C(C)CNC(=S)NNC(=O)c1ccco1,93,112,0,91,93,97,37,95
O=C(NCc1ccccc1)NC1CCCCC1,98,87,4,95,96,102,35,91
O=C(O)CC(C(=O)Nc1ccc(Cl)cc1)N1CCCCCC1 (stereo not drawn),97,98,0,89,75,92,15,97
CCOC(=O)N1CCC(NS(=O)(=O)c2ccc(C)c(Cl)c2)CC1,93,107,0,99,98,96,6,90
O=C1NC(c2ccccc2)(C(F)(F)F)C(=O)N1Cc1cccnc1 (stereo not drawn),99,90,0,102,96,99,10,100
CCOC(=O)CSc1nnc(CCCCCN2C(=O)c3cccc4cccc(c34)C2=O)o1,106,94,0,101,88,99,5,100
CCOC(=O)N1CCN(Cc2nc3c(c(=O)n(C)c(=O)n3C)n2Cc2cccc(C)c2)CC1,99,87,2,98,101,103,-3,82

Additional entries:
molecule,RPL19A TOR yeast,CR mimetic SO,GRK2 aptamer HTS,AGP1 TOR yeast,LAP4 TOR yeast,MEP2 TOR yeast,VLA-4 inh,CIT2 TOR yeast
O=C(COC(=O)c1ccc2c(c1)OCO2)NCc1ccc(Cl)cc1,100,114,3,107,102,121,12,112
N#Cc1ccccc1OCC(=O)N1CCc2ccccc2C1,96,87,1,104,114,96,6,92
Cc1ccc(SCCC(=O)N2CCOCC2)cc1,96,83,0,96,99,100,3,104
COC1=C(Nc2ccc(O)cc2)C(=O)c2ccccc2C1=O,111,114,0,92,105,126,-4,110
CC(NC(=O)CNC(=O)c1cccs1)c1cccc(C(F)(F)F)c1 (stereo not drawn),99,106,0,101,104,114,-6,106
O=C(CSc1ncnc2scc(-c3ccccc3)c12)N1CCN(Cc2ccc3c(c2)OCO3)CC1,30*[may fluoresce violet],96,0,?,57[may fluoresce violet],198*[may fluoresce violet],-50,?
COc1ccc(-c2nn(C)c(=O)c3ccccc23)cc1CNS(C)(=O)=O,88,104,0,86,87,88,-2,84
CC(C)C(=O)Nc1nnc(S(=O)(=O)N(C)c2ccc(Cl)cc2)s1,100,95,1,95,88,102,13,98
CC(C)[C@H](NC(=O)c1cc2cc(Cl)ccc2n1C)C(=O)N[C@@H](C(=O)O)c1ccccc1,108,103,2,103,92,103,33,105
O=C(NCCCN1CCOCC1)c1ccc(CS(=O)(=O)c2ccc(Br)cc2)o1,97,109,0,100,96,106,27,108
O=S(=O)(Nc1ccc(Br)cn1)c1cccs1,103,98,3,87,91,104,-2,97
CCCCN1C(=N)N([C@@H](CN2CCC[C@H]2CN2C(N)=NC[C@@H]2Cc2ccccc2)C(C)C)C[C@H]1Cc1ccccc1,91,117,0,95,91,89,-13,89
Cc1ccccc1N1CCN(C2CCCN(C(=O)CCn3cnnn3)C2)CC1 (stereo not drawn),97,98,0,84,73,82,-7,84
COc1cccc2c1[C@@H]1CN(CCCCn3c(=O)[nH]c4c(sc5ncc(-c6ccccc6)nc54)c3=O)C[C@@H]1CO2,100,109,0,90,127,100,7,86
COc1ccc(CCN(Cc2cc3cccc(C)c3n3nnnc23)C(=O)c2ccncc2)cc1OC,106,93,0,101,98,103,3,90
CC1COc2ccccc2N1C(=O)c1ccc(Cl)cc1 (stereo not drawn),103,91,0,97,98,101,1,98
Cc1cc(C)cc(C(=O)Oc2cc(C)[nH]c(=O)c2[N+](=O)[O-])c1,98,95,0,102,119,103,-8,87
Cc1ccc(C)c(Nc2c(F)c(F)c(F)c(F)c2C(=O)O)c1,101,80,0,104,105,106,1,116
COc1cc(NC(=O)CSc2nc3[nH]c(=O)cc(O)c3s2)cc(OC)c1OC,99,80,2,103,107,103,5,99
COc1ccc(NC(=O)c2c[nH]n3c(=O)cc(C4CCN(C(=O)OC(C)(C)C)CC4)nc23)cc1Cl,99,89,1,90,86,101,12,91
CC1=CC(=C(C#N)C#N)C=C(C)N1CCN1CCN(C(=O)Nc2cccc(Cl)c2)CC1,106,145,0,103,94,105,1,106
Cn1c(=O)oc2cc(S(=O)(=O)NCCC(=O)N3CCN(c4ccccc4F)CC3)ccc21,95,104,2,105,90,100,9,98
C/C(=N\NC(=O)c1cc(Cl)ccc1O)c1ccc(Br)s1,107,103,0,103,97,102,18,111
CCCCNC(=S)NNC(=O)c1csc2c1CCC(C)C2 (stereo not drawn),105,81,0,102,107,106,-4,105
O=C(NCCCN1CCOCC1)c1cn(-c2ccccc2)nc1-c1ccc(F)cc1,100,129,1,102,105,109,3,96

Compound profiles, from the list above. Screens in order: RPL19A TOR yeast | CR mimetic SO | GRK2 aptamer HTS | AGP1 TOR yeast | LAP4 TOR yeast | MEP2 TOR yeast | VLA-4 inh | CIT2 TOR yeast
`N#Cc1ccccc1OCC(=O)N1CCc2ccccc2C1` is listed as 96 | 87 | 1 | 104 | 114 | 96 | 6 | 92
`Cc1ccc(C)c(Nc2c(F)c(F)c(F)c(F)c2C(=O)O)c1` is listed as 101 | 80 | 0 | 104 | 105 | 106 | 1 | 116
`COc1cccc(C2c3c(oc4ccccc4c3=O)C(=O)N2CCCN2CCOCC2)c1` (stereo not drawn) is listed as 103 | 103 | 2 | 107 | 106 | 106 | -23 | 98
`COCC(=O)Nc1nnc(-c2ccc(C(C)(C)C)cc2)s1` is listed as 95 | 113 | 0 | 92 | 99 | 93 | 3 | 94

The list goes on:
molecule,RPL19A TOR yeast,CR mimetic SO,GRK2 aptamer HTS,AGP1 TOR yeast,LAP4 TOR yeast,MEP2 TOR yeast,VLA-4 inh,CIT2 TOR yeast
COc1ccc(CNC(=O)CN2C(=O)COc3ccc(S(=O)(=O)N4CCCC4)cc32)cc1,101,84,1,103,109,107,2,104
CC(C)(C)NCC(O)COc1ccccc1C(=O)CCc1ccccc1 (stereo not drawn),108,82,0,78,95,92,14,67
O=C(N/N=C/c1ccc(N2CCOCC2)c([N+](=O)[O-])c1)c1ccc(F)cc1,103,92,3,112,101,109,11,109
COc1ccc(S(=O)(=O)N2CCC(C(=O)Nc3cccc(C(C)=O)c3)CC2)cc1C,104,116,2,101,105,108,-1,103
O=C(CCNC(=O)c1ccc(Br)o1)NCc1ccccn1,101,109,3,110,100,102,1,98
O=C(COC(=O)CCN1C(=O)c2ccccc2C1=O)Nc1ccc(S(=O)(=O)N2CCCC2)cc1,102,103,0,106,110,108,13,104
O=C(c1cccc(C(F)(F)F)c1)N1CCOc2ccccc21,102,96,0,102,85,97,4,111
Nc1n[nH]c2c1C1(CCCCC1)Cc1ccccc1-2,97,105,0,101,95,98,14,90
CC(=O)NC1=NN(C(C)=O)C(C)(CS(=O)(=O)c2ccc(Cl)cc2)S1 (stereo not drawn),102,96,0,100,96,103,3,100
CC(=O)c1cccc(Nc2c3c(nc4ccccc24)CCC3)c1,100,110,0,96,96,101,0,96
Cc1ccc(C(C(=O)NC2CCCC2)N(C(=O)Cc2cccs2)c2ccc(C)c(C)c2)o1 (stereo not drawn),99,95,12,99,99,99,-10,93
COc1cccc(NC(=S)N2CCC(NC(=O)C3CCCCC3)CC2)c1,97,110,0,98,97,104,3,101
Fc1ccc(CSc2nnc(-c3ccncc3)o2)cc1,96,92,0,96,97,102,-1,89
Cc1ccc(-c2c(C(=O)NC(C)C)oc(=O)c3ccccc23)cc1,109,112,1,105,103,110,-5,98
Cc1ccccc1C(=O)NC(NCC1CCCO1)C(Cl)(Cl)Cl (stereo not drawn),97,96,0,100,109,124,7,107
O=S1(=O)CC(O)C(Nc2ccccc2Cl)C1 (stereo not drawn),100,88,0,100,100,98,-2,100

Screening results: PubChem BioAssay, NMMLSC

Rows are unselected; overall some 1.7% were active at least once.
